GRP78 ERSR act = qHTS for Inducers of the Endoplasmic Reticulum Stress Response (ERSR) in Human Glioma: qHTS; U87-MG GRP78 promoter luciferase reporter, 16 h; Potency, µM, for the others: at the highest dose activation, usual class: activators; 420,000 compounds, 0.02% hits; AID 602332, 2012; further: series mostly up to about 76 µM; % of control where 0% means no effect; nearly all actives have a fitted effect of over 35% in size
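Stably transfected U87-MG human glioma cells carrying a GRP78-based luminescent sensor were seeded at 1000 cells/well, pin-dosed with compounds and incubated 16 h. Luciferase reagent was then added, and end-point luminescence was read after 10 min at room temperature.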
Vif-A3G inh = qHTS for Inhibitors of Vif-A3G Interactions: qHTS | DNA dC->dU-editing enzyme APOBEC-3G (Homo sapiens), Q9HC16 | 410,000 compounds, 0.076% hits | HeLa A3G-eYFP + Vif (tagged APOBEC3G with the HIV-1 protein that degrades it), YFP fluorescence, overnight | Potency, µM (titrated, usually from 46.1 µM), inactives show at the top dose activity, negative = active, hits mostly inhibitors;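 further: on the % scale 0 is the no-effect control and ±100 the full control effect; nearly all actives have a fitted effect of over 60% in size; hits raise eYFP signal because A3G escapes Vif-driven loss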
Target sequence (Q9HC16 whole entry, looked up): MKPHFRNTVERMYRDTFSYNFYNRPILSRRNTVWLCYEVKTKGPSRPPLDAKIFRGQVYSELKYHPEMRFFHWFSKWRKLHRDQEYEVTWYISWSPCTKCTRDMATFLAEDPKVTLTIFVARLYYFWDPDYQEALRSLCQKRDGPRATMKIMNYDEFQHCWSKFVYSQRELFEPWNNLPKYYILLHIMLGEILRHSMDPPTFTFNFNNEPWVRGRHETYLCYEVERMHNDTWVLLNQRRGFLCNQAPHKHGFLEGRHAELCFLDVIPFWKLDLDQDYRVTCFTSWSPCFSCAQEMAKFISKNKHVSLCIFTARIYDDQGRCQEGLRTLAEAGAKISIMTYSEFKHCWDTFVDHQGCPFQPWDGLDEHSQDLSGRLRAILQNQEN
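Read-out is eYFP fluorescence (Ex 488/Em 500-530) from Vif-expressing HeLa A3G-eYFP cells; more signal means A3G escaped Vif-mediated degradation. Cells plated overnight, compound pinned in, incubated overnight at 37 deg C.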
* hit, by the source's call; ? = inconclusive; & = joins results of further samples. The call rests on the fitted dose curve; in most records, active means well fitted curve in the direction sought with a large enough effect; inconclusive means small, poorly fitted or top-dose-only effect, or another doubt; inactive means no such curve, though single readings can be large; an effect the other way counts as inactive or inconclusive. Potency means the concentration at half of the fitted maximal effect. A portion of the library, so the mix of outcomes need not match the whole.

Values run as follows: GRP78 ERSR act, Vif-A3G inh
CN(C)/[N+]([O-])=N/Oc1cc(O/[N+]([O-])=N/N2CCCC2CO)c([N+](=O)[O-])cc1[N+](=O)[O-] (stereo unspecified)
 : -5.6%, -1.9%
Nc1nc(=O)n(C2OC(CO)C(O)C2O)cc1F (stereo unspecified)
 : -0.6%, 3.5%
O=C(NCC1CCCCC1)c1ccc2nc([C@H]3C[C@H](O)[C@@H](CO)O3)[nH]c2c1
 : -2.1%, -0.3%
CCNC(=O)C1CCCN(C(=O)c2c(-c3ccccc3)noc2C)CC1 (stereo unspecified)
 : -3.3%, 1.5%
O=C1CCC[C@@H]2CC(Nc3ccccc3)C[C@@H]3CCN1[C@H]23 (stereo partly specified)
 : -1.8%, 2.6%
CC(=O)c1cccc(-c2cnc3c(NC=O)cc(-c4ccccc4F)cn23)c1
 : -1.7%, -12.2%
COc1cc(C(O)c2nc(-c3cnn(C)c3)cs2)ccc1F (stereo unspecified)
 : -3.2%, -3.0%
COc1cccc(C(NC(C)=O)c2nc(-c3cccc(C(=O)O)c3)cs2)c1 (stereo unspecified)
 : -5.9%, 1.0%
CC1(C(=O)NCC2CCCCC2)CCN1C(=O)Cc1ccc(-c2ccccc2)cc1 (stereo unspecified)
 : 5.5%, -1.4%
CN(C)CCN(C)c1cc2c(c3c1ccn3C)C1CCC2O1 (stereo unspecified)
 : -4.3%, 1.1%
O=C(/C=C/[C@H]1O[C@@H](n2ccc(=O)[nH]c2=O)[C@H](O)[C@@H]1O)NC1CCN(Cc2ccccc2)C1 (stereo partly specified)
 : 0.4%, 1.1%
O=S1(=O)CC(N2CCN(CCO)CC2)CN1C1CCCCC1 (stereo unspecified)
 : -1.4%, -0.9%
COc1ccc(NC(=O)c2ccc3nc(C)c(N(C)C(=O)CCc4ccccc4)n3c2)cc1OC
 : 0.6%, -3.0%
COCCNc1nc2cc(-c3ccccc3C)sc2c(=O)n1C
 : -3.0%, -7.9%
O=S(=O)(c1ccccc1Cl)N1CCN(c2nc(-c3ccccc3)nc3ccccc23)CC1
 : -4.9%, -5.0%
CC1(C(=O)NCc2ccc3c(c2)OCO3)CCN1C(=O)Cc1ccc(Cl)cc1Cl (stereo unspecified)
 : 5.6%, 1.3%
Cc1cccc(S(=O)(=O)NC(=O)C2(C)CCN2C(=O)c2ccc(C3CCCCC3)cc2)c1 (stereo unspecified)
 : 0.4%, -0.1%
C1=CN2CC=Cc3cc(/C=C/c4ccnc5ccccc45)cc(c32)C1
 : -0.9%, ?
OC(c1ccc(Cl)cc1)c1ncc(-c2cccc(C(F)(F)F)c2)[nH]1 (stereo unspecified)
 : -4.2%, -9.9%
CC1=C(C(=O)N(C(C)C)C(C)C)CC(CC(=O)NCCc2ccccn2)C(=O)N1Cc1ccc(C(C)(C)C)cc1 (stereo unspecified)
 : ?, -3.3%
CN1CCN(/[N+]([O-])=N/Oc2ccc([N+](=O)[O-])cc2[N+](=O)[O-])CC1
 : 20.9%, -2.6%
COc1cc(-c2noc(C)c2C#CCCN2C(=O)c3ccccc3C2=O)cc(OC)c1OC
 : 3.5%, -5.6%
CCCCC(=O)N(C)c1c(C)nc2ccc(C(=O)Nc3cccc(NS(C)(=O)=O)c3)cn12
 : -1.0%, 2.0%
CCCS(=O)(=O)NC(=O)C1(C)CCCN(C(=O)c2cccc(C)c2C)C1 (stereo unspecified)
 : -2.7%, -3.2%
COc1ccc(-c2cccc(N3CCN(c4ccccn4)CC3)n2)cc1OC
 : 0.9%, -8.0%
OC(c1ccc(F)c(F)c1)c1nc(-c2cccc(C(F)(F)F)c2)cs1 (stereo unspecified)
 : -1.9%, -7.0%
Cc1cnc(NC(=O)C2(C)CCN2C(=O)C(C)C)s1 (stereo unspecified)
 : -3.2%, -5.2%
COc1cc(CNc2ncnc3c2ncn3[C@H]2CN(Cc3ccco3)C[C@@H](CO)O2)cc(OC)c1OC
 : -1.2%, -3.1%
CC(=O)NC(c1ccccc1)c1nc(/C=C/c2ccccc2)cs1 (stereo unspecified)
 : 0.3%, -4.9%
Cc1nc2c(OCc3ccc(Cl)cc3)cccn2c1N(C)C(=O)CCC1CCCC1
 : -0.4%, -12.8%
COc1cccc(-c2cc3nc(NCc4cccnc4)n(C)c(=O)c3s2)c1
 : 1.8%, -26.3%
CN1CCc2[nH]c3ccc(Cl)cc3c2C1
 : -3.7%, 2.2%
CCOC(=O)C1(C)CCN1C(=O)c1cccnc1Oc1ccccc1 (stereo unspecified)
 : -3.8%, -0.8%
CCc1ccccc1Oc1nc(NCCOC)nc2cc(-c3ccccc3)sc12
 : -3.5%, -5.2%
CC1(C(=O)NCc2ccccc2Br)CCN1C(=O)Cc1ccc(-c2ccccc2)cc1 (stereo unspecified)
 : -2.5%, -0.7%
O=C(NCc1ccccc1)c1[nH]c(C(F)(F)F)nc1-c1ccccc1
 : 0.7%, -1.1%
COc1ccc(NC(=O)C2(C)Cc3c(-c4ccc5c(c4)OCO5)ccnc3O2)cc1 (stereo unspecified)
 : -2.9%, ?
CN(C)c1ccc(/C=C2\Cc3ccccc3C2=O)cc1
 : 6.5%, 3.16µM*
COc1cccc(CNc2nc3cc(-c4ccc(C)cc4)sc3c(=O)n2C)c1OC
 : 6.5%, -6.7%
O=C(C(O)c1ccc(Br)cc1)N1CCC(Nc2ccc3[nH]ncc3c2)CC1 (stereo unspecified)
 : -1.8%, -0.4%
O=C(Nc1cccc(Cl)c1)Nc1nnc([C@H]2C[C@H](O)[C@@H](CO)O2)s1
 : 2.0%, -1.5%
CC1=CC(=C(c2ccc(N)cc2)c2ccc(N)cc2)C=CC1=N
 : -5.9%&-4.1%, 8.2%
O=C(NCc1ccccc1)C1Cc2c(-c3ccc(Cl)cc3)ccnc2O1 (stereo unspecified)
 : 0.2%, ?
CC(=O)N1CCC(C(=O)Nc2nnc(C(C)C)s2)CC1
 : -4.6%, 2.5%
CNc1cncc(-c2ccc(OC)c(OC)c2)n1
 : -0.3%, 1.1%
CCCC1OC2C[C@@H]3[C@H]4CCC5=CC(=O)C=C[C@]5(C)[C@H]4C(O)C[C@]3(C)[C@]2(C(=O)CO)O1 (stereo partly specified)
 : -1.1%, -1.7%
CCc1nc2ccc(C(=O)Nc3ccc4c(c3)OCC(=O)N4)cn2c1N(C)C(=O)C1CCCCC1
 : 0.5%, -0.2%
CCCC(=O)N1CCC1(C)C(=O)Nc1cc(OC)ccc1OC (stereo unspecified)
 : -1.9%, -3.6%
O=C(Nc1cccc(C(F)(F)F)c1)C1Cc2c(-c3ccccc3)ccnc2O1 (stereo unspecified)
 : -2.8%, 2.7%
Clc1ccc2nc(-c3cccc(Br)c3)c(Cc3ccsc3)n2c1
 : 0.9%, -9.9%
COc1ccc(-c2cc(C(=O)NCc3ccc(F)cc3)[nH]n2)c(C)c1
 : -0.2%, -11.2%
O=C(NC(c1ccc(Cl)cc1)c1ccsc1)C1CCN(Cc2ccc(Oc3ccccc3)cc2)CC1 (stereo unspecified)
 : -1.4%, -2.2%
CN(C)c1ccc(/C=C/c2ccnc3ccc4ccccc4c23)cc1
 : -11.7%, 5.9%
CCCc1nc2ccc(C)cn2c1Cc1ccc(C)cc1
 : 2.6%, -17.3%
CN1OC[C@@H]2CN(C(=O)NC3CCCCC3)[C@H](c3ccc(N4CCCCC4)cc3)C[C@@H]21
 : -3.2%, -3.8%
O=C(Nc1nnc([C@H]2C[C@H](O)[C@@H](CO)O2)s1)NC(c1ccccc1)c1ccccc1
 : 1.6%, -3.0%
CC1=C(C(=O)N(C)C)CC(CC(=O)NC2CCCCC2)C(=O)N1Cc1ccc(F)cc1 (stereo unspecified)
 : -2.1%, -2.4%
Cc1ccc2c(c1)CCCO[C@]21O[C@H](CCO)C[C@H](O)[C@H]1O
 : -2.1%, 1.3%
O=C(Nc1ccc2c(c1)OCO2)C1Cc2c(-c3ccccc3Oc3ccccc3)ccnc2O1 (stereo unspecified)
 : -2.4%, -0.9%
CC(O)(c1ccccc1)c1nc(-c2cccc(F)c2)cs1 (stereo unspecified)
 : -5.3%, -4.1%

More entries:
Values run as follows: GRP78 ERSR act, Vif-A3G inh
CCOC(=O)N(C)c1c(CC)nc2c(OCc3ccccc3)cccn12
 : -3.2%, -1.2%
CCc1nc2c(OCc3cc(Cl)cc(Cl)c3)cccn2c1N(C)C(=O)c1ccc(C)cc1
 : 6.2%, -13.4%
CC1(Cc2ccc(OC(F)(F)F)cc2)C(=O)Nc2ccc(OC(F)(F)F)cc21 (stereo unspecified)
 : -1.9%, -12.2%
COc1ccc(CC(N)c2csc(NC(=O)Nc3ccccc3-c3ccccc3)n2)cc1 (stereo unspecified)
 : -11.4%, -10.2%
CC(O)(c1ccccc1)c1nc(-c2cccc(C(=O)O)c2)cs1 (stereo unspecified)
 : -1.3%, -0.3%
CC[C@H](C)[C@@H](CO)NC(=O)[C@H]1O[C@@H](n2ccc(N)nc2=O)[C@H](O)[C@@H]1O
 : -2.7%, -1.0%
CN(C)C(=O)c1ccc(/C=C/c2ccnc3ccccc23)cc1
 : 3.0%, ?
CCOC(=O)C1=CCN(S(=O)(=O)c2ccccc2C)C1c1ccccc1 (stereo unspecified)
 : -2.9%, -0.6%
O=C(c1ccccc1)n1c2ccccc2c(=O)n1-c1ccccc1CCl
 : 1.9%, -8.5%
C=CCOC(/C=C/c1ccccc1)CC (stereo unspecified)
 : -6.1%, 0.4%
CC(=O)NC(c1cccc(F)c1)c1nc(-c2cccc(C(=O)O)c2)cs1 (stereo unspecified)
 : -2.1%, 1.0%
CC(=O)Nc1cc(-c2ccc(N3CCN(C)CC3)cc2)cn2c(-c3ccc(S(C)(=O)=O)cc3)cnc12
 : 0.2%, 0.7%
Cc1cccc2sc(=S)[nH]c12
 : -0.1%, -1.5%
CCOc1ccc(NC(=O)c2nc(S(=O)(=O)Cc3ccc(F)cc3)ncc2Cl)cc1
 : -10.1%, -6.3%
CCOC(=O)C1CCCN(C(=O)c2ccc(F)c(Cl)c2)CC1 (stereo unspecified)
 : -1.7%, 0.1%

Two entries drawn at random from those above, as already listed:
Values run as follows: GRP78 ERSR act, Vif-A3G inh
Cc1cccc2sc(=S)[nH]c12
 : -0.1%, -1.5%
C=CCOC(/C=C/c1ccccc1)CC (stereo unspecified)
 : -6.1%, 0.4%

Following part:
Values run as follows: GRP78 ERSR act, Vif-A3G inh
c1coc(CNc2nc(NCc3ccco3)c3ccccc3n2)c1
 : 1.5%, -24.2%
COC(=O)c1nc(-c2ccc(C)cc2)[nH]c1C(C)(C)C
 : -1.5%, -1.2%
O=C(NCc1ccc(Cl)cc1)c1ccc(-c2ccc(F)c(F)c2)c2ccoc12
 : -1.8%, 0.2%
O=c1[nH]c(=S)[nH]c2c1C(c1ccc(F)cc1)OC(CCC(F)(F)F)C2 (stereo unspecified)
 : -2.8%, -3.7%
CCOC(=O)C1(C)CCCCCN1C(=O)c1ccc(C(F)(F)F)nc1C (stereo unspecified)
 : -4.4%, -5.1%
Cc1ccccc1Cn1c(C)c(C(=O)NCc2cccc(C(F)(F)F)c2)sc1=O
 : -4.3%, -3.7%
COc1ccc(C(C)(NC(C)=O)c2nc(-c3cccc(C#N)c3)cs2)cc1 (stereo unspecified)
 : -3.0%, -1.3%
CC1(C(=O)Nc2ccc(Cl)c(C(F)(F)F)c2)Cc2c(-c3ccccc3)ccnc2O1 (stereo unspecified)
 : -0.8%, 1.6%
CCc1ccc2c(c1)NC(=O)C2(C)Cc1ccccc1Cl (stereo unspecified)
 : -0.2%, ?
Clc1cccc(CNc2ccn3nc(-c4ccc(OCCN5CCOCC5)cc4)cc3n2)c1
 : -10.8%, -7.6%
CN1OC[C@@H]2CN(S(=O)(=O)c3ccccc3)[C@H](c3ccc(N4CCCCC4)cc3)C[C@@H]21
 : -2.5%, -1.1%
O=C(Nc1nnc(C2CCCCC2)s1)C1CCN(C(=O)c2ccco2)CC1
 : -0.7%, -0.3%
O=C1c2ccccc2C(=O)N1c1cccc(O)c1
 : -3.3%, 1.0%
Cc1ccc2nc(-c3ccc(Cl)cc3)c(Cc3ccccc3C(F)(F)F)n2c1
 : -0.6%, -1.5%
O=C(O)C1CCCC1
 : -0.4%, 4.0%
CNCC(=O)c1c[nH]c2ccccc12
 : -2.6%, 1.0%
C#Cc1ccc(NC(=O)C2(C)CCN2C(=O)Cc2ccc(C(C)(C)C)cc2)cc1 (stereo unspecified)
 : -2.5%, 3.9%
COC(=O)c1ccc2nc(C3CCCCC3)c(Cc3ccccc3)n2c1
 : -0.9%, -18.5%
COc1ccc(-c2cnc3c(NC=O)cc(-c4ccccc4OC)cn23)cc1OC
 : -3.2%, -17.6%
Cc1ccccc1NC(=O)Nc1nc(C(N)c2ccccc2)cs1 (stereo unspecified)
 : -2.0%, -0.8%
OC(c1ccccc1)c1ncc(-c2cccc(C(F)(F)F)c2)[nH]1 (stereo unspecified)
 : 0.5%, -7.5%
Cn1c(NCc2ccc3occc3c2)nc2cc(-c3ccc(F)cc3)sc2c1=O
 : -0.2%, 1.8%
CC(=O)Nc1cc([N+](=O)[O-])cc(NC(C)=O)c1NC(C)=O
 : -0.7%, 2.4%
OC(c1ccc(F)cc1)c1nc(-c2ccoc2)cs1 (stereo unspecified)
 : 4.7%, -1.8%
OC[C@H]1O[C@H](c2nc(-c3nc(-c4cccc(-n5cccc5)c4)no3)cs2)C[C@@H]1O
 : -4.1%, -4.0%
